High-throughput results as filed in PubChem.
M. tuberculosis HTS = M. tuberculosis growth inhibition, HTS (AID 449762). M. tuberculosis H37Rv growth inhibition, 7H9 media; higher % means a stronger effect. one-dose inhibition, % at 25 µM; IC50 in µM for titrated hits. 330,000 compounds, 0.59% hits; in the data active = a potency from the dose series; inconclusive = inhibition above about 70% without an active follow-up result;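 also: bacterial growth assessed after seven days of incubation; strong numbers were not always called active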
inhibitors of VEEV = inhibitors of VEEV TC-83 cytopathic effect, confirmation, Vero cells (AID 588727) | inhibition, % at 20 µM, or IC50 in µM where a hit was titrated | Vero cells, VEEV TC-83 cytopathic effect inhibition; higher % means a stronger effect | 350,000 compounds, 0.13% hits; in the data active = a potency from the dose series; inconclusive = inhibition mostly from about 14% at the one dose, without a potency; inactive = the rest, 99 in 100 with inhibition below about 12%; also: strong numbers were not always called active
influenza NS1A = H1N1 influenza NS1A inhibitors, functional cell based assay (AID 504329); NS1A functional cell-based assay, percent inhibition; higher % means a stronger effect; inhibition, % at 12.5 µM; hits with a dose series show IC50 in µM; 340,000 compounds, 0.3% hits; in the data active = a potency from the dose series; inconclusive = inhibition above about 27% without an active follow-up result; also: strong numbers were not always called active
PhoP GFP inhibition = PhoP regulon inhibitors, Salmonella typhi PhoP promoter GFP reporter, confirmatory (AID 1850). Salmonella Typhi PhoP-promoter GFP reporter, fluorescence, 4 h; higher % means a stronger effect. inhibition, % at 50 µM, or IC50 in µM where a hit was titrated. 310,000 compounds, 0.33% hits; in the data active = a potency from the dose series; inconclusive = inhibition mostly from about 25% at the one dose, without a potency; inactive = the rest, 99 in 100 with inhibition below about 19%;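 also: 0% = induced wells with vehicle and 100% = uninduced wells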
tuberculosis growth = growth inhibition of non-replicating M. tuberculosis (AID 488890); Mycobacterium tuberculosis non-replicating, growth inhibition; higher % means a stronger effect; one-dose inhibition, % at 25 µM; IC50 in µM for titrated hits; 320,000 compounds, 0.39% hits; in the data active = a potency from the dose series; inconclusive = inhibition mostly from about 82% at the one dose, without a potency; inactive = the rest, 99 in 100 with inhibition below about 76%;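 also: plate controls were DMSO cells for no effect and high antibiotic wells for full effect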
inhibitors of VEEV 10K pilot screen = second read-out of inhibitors of VEEV, no call of its own (marks repeat the call); inhibition, %; measured here: 10K pilot screen inhibition
* = called active by the depositor; i = inactive; ? = inconclusive; · = not tested or not shown.

SMILES	M. tuberculosis HTS	inhibitors of VEEV	influenza NS1A	PhoP GFP inhibition	tuberculosis growth	others
CCn1c(SCC(=O)NCC2CCCO2)nnc1-c1ccc(S(=O)(=O)N2CCN(C)CC2)cc1 (centres undefined)	10%	i	5%	-11%	5%
CCOC(=O)C(NC(C)=O)C(OC(C)=O)c1cccc(N(CCCl)CCCl)c1 (centres undefined)	0%	2.7%	1%	-32%	-12%
Cc1ccc2c(c1)N(S(=O)(=O)c1cc(-c3onc(C)c3C)ccc1C)CCO2	10%	3.9%	9%	-3%	23%
O=C(N/N=C/c1cccc(O)c1)c1ccc(-n2cnnn2)cc1	·	1.3%	-3%	·	·
FC(F)(F)c1cccc(C2NCc3ccccc3-n3cccc32)c1 (centres undefined)	-1%	0.6%	7%	3%	17%
Cc1cc(NC(=O)CSc2nc3ccccc3c(=O)n2CCCC(=O)NCc2ccccc2)n[nH]1	-1%	1.7%	-1%	0%	26%
O=C(COC(=O)c1ccccc1C(=O)N1CCN(c2ccccc2)CC1)Nc1ccccc1	5%	5.0%	-1%	1%	13%
CCCC(=O)N(CCc1ccccc1)Cc1nc2ccccc2c(=O)[nH]1	-4%	i	-1%	-10%	-6%
CCN(CC(=O)NCc1ccc(F)cc1)C(=O)/C=C/c1ccc(OC)c(S(=O)(=O)NC(C)C)c1	-5%	0.8%	-1%	10%	1%
COc1cc(OC)c(NC(=O)Cn2cnc3sc(C)c(S(=O)(=O)N4CCOCC4)c3c2=O)cc1Cl	-2%	2.0%	-1%	6%	5%
COc1ccc(C(=O)NC(CC(=O)O)c2cc([N+](=O)[O-])ccc2Cl)c(SC)c1 (centres undefined)	-6%	0.6%	1%	0%	-15%
CC(C)CN(C(=O)c1ccc2c(c1)OCO2)C1CCS(=O)(=O)C1 (centres undefined)	5%	i	-8%	8%	-5%
CCOCCCNC(=O)C(c1ccc(C)cc1)N(Cc1ccc2c(c1)OCO2)C(=O)c1cnccn1 (centres undefined)	-6%	3.5%	12%	12%	4%
Cc1ccccc1Oc1nc2c(C)cccn2c(=O)c1/C=C(\C#N)C(=O)NC1CCS(=O)(=O)C1 (centres undefined)	1%	?	-1%	0%	17%
CC(C)C(OC(=O)c1ccco1)C(=O)NCc1cccs1 (centres undefined)	-7%	0.1%	-5%	0%	3%
O=c1[nH]c2ccc(NCc3ccc(OCc4ccccc4Cl)cc3)cc2[nH]1	70%	i	-2%	0%	22%
N#Cc1c(-c2ccc(Cl)cc2)c2c([nH]c1=O)-c1ccccc1OC2	-7%	3.4%	-10%	2%	36%
O=c1c(Cc2ccc(F)cc2)c(O)ccn1CCCn1ccnc1	1%	1.1%	-4%	1%	-1%
COc1ccc2nc(NC(=O)CNS(=O)(=O)c3cccs3)sc2c1	0%	2.6%	4%	-1%	13%
O=C(CCCN1C(=O)/C(=C/c2ccc(F)cc2)SC1=S)NCCCn1ccnc1	8%	13%	-4%	-7%	28%
CCOc1ccc(/C=N/NC(=O)C(OC)c2ccccc2)cc1 (centres undefined)	-4%	0.5%	-7%	9%	-8%
COc1ccc(-c2csc(NC(CO)c3nc4ccccc4n3CCOCCO)n2)cc1 (centres undefined)	-7%	1.0%	12%	-15%	10%
CC(=O)N(CN1C(=O)C2C3C=CC(C3)C2C1=O)c1cccc(Cl)c1 (centres undefined)	1%	0.6%	-10%	-5%	-2%
COc1ccc(OC)c2c1C(=O)c1ccccc1C2=O	6%	·	·	-46%	-3%

The closing 5 compounds of the section above open the next one.
SMILES	M. tuberculosis HTS	inhibitors of VEEV	influenza NS1A	PhoP GFP inhibition	tuberculosis growth	others
O=C(CCCN1C(=O)/C(=C/c2ccc(F)cc2)SC1=S)NCCCn1ccnc1	8%	13%	-4%	-7%	28%
CCOc1ccc(/C=N/NC(=O)C(OC)c2ccccc2)cc1 (centres undefined)	-4%	0.5%	-7%	9%	-8%
COc1ccc(-c2csc(NC(CO)c3nc4ccccc4n3CCOCCO)n2)cc1 (centres undefined)	-7%	1.0%	12%	-15%	10%
CC(=O)N(CN1C(=O)C2C3C=CC(C3)C2C1=O)c1cccc(Cl)c1 (centres undefined)	1%	0.6%	-10%	-5%	-2%
COc1ccc(OC)c2c1C(=O)c1ccccc1C2=O	6%	·	·	-46%	-3%
O=C(CN1C(=O)NC2(CCCC2)C1=O)N1CCN(S(=O)(=O)c2ccccc2Br)CC1	-9%	1.9%	0%	-4%	13%
O=c1[nH]c(C(F)(F)C(F)(F)C(F)(F)F)no1	·	5.9%	-20%	·	·
C[C@]12CCC(=O)CC1CCC1C2CC[C@]2(C)C(OC(=O)CCC(=O)O)CCC12 (some centres undefined)	2%	i	-2%	5%	-13%
Cc1ccc(S(=O)(=O)c2cc3ccccc3oc2=Nc2ccc3c(c2)OCCO3)cc1	5%	3.0%	21%	-3%	-6%
Cc1ccc(/C=C/C(=O)OCC(=O)Nc2cccnc2Cl)o1	-2%	0.3%	-3%	·	38%
CCOC(=O)Cc1csc(NC(=O)c2ccc(S(=O)(=O)N3CCCCC3)cc2)n1	-2%	0.1%	4%	10%	35%
C[C@H](CO)N1C[C@H](C)[C@@H](CN(C)C(=O)Nc2ccc(C(F)(F)F)cc2)Oc2c(NC(=O)Nc3ccc4c(c3)OCO4)cccc2C1=O	3%	5.8%	0%	·	15%
O=C(COC(=O)c1cccnc1Nc1cccc(C(F)(F)F)c1)NC1CCS(=O)(=O)C1 (centres undefined)	-2%	1.4%	-10%	16%	1%
COc1ccc(C2C=C(C)Nc3nc(SC)nn32)cc1 (centres undefined)	-5%	0.8%	5%	6%	10%
CCC(=O)N1CCc2cc(S(=O)(=O)CCC(=O)Nc3ccc(OC)c(OC)c3)ccc21	3%	1.2%	1%	-5%	-9%
CCOC(=O)Cc1c(C)[nH]n(-c2ccccc2)c1=O	1%	i	·	5%	12%
CCOC(=O)COc1nc(OC)nc(N2CCOCC2)n1	6%	1.1%	-2%	-2%	7%
COc1cc(/C=C(\NC(=O)c2ccccc2)C(=O)NCC(=O)O)c([N+](=O)[O-])cc1OC	-1%	1.0%	-6%	-6%	-5%
CN(C[C@H](Cc1ccccc1)N(C[C@H](Cc1cccc2ccccc12)N(CCc1ccccc1)N=O)N=O)N=O	-1%	i	2%	-29%	15%
O=C(CSc1nnc(-c2ccncc2)n1CC1CCCO1)NCc1ccccc1 (centres undefined)	-7%	5.0%	9%	-4%	-9%
COc1ccccc1C(=O)O/N=C(\N)c1ccccn1	5%	3.3%	-24%	0%	-4%
O=C(c1cccc(S(=O)(=O)N2CCOCC2)c1)N1CCCC1	3%	1.4%	3%	-5%	0%
O=C(NCCN1CCCC(O)C1)c1cc(COc2ccc(F)cc2Cl)on1 (centres undefined)	-3%	0.7%	4%	0%	1%
O=C(CCN1c2ccccc2Sc2ccccc21)Oc1ccccc1	-3%	1.4%	-3%	-3%	72%
Cc1ccc(-n2nc(C)c3c2OC(N)=C(C#N)C3c2ccncc2)cc1 (centres undefined)	-6%	1.4%	-2%	-7%	-1%
S=C(NCCNCc1ccccc1)NC1CCCCC1	13%	·	·	-4%	34%
COc1ccc(NC(=O)CCC(=O)c2ccc(Cl)cc2)cn1	2%	1.0%	-15%	·	33%
CCn1c(SCC(=O)Nc2ccccc2)nc2ccccc2c1=O	8%	1.5%	-5%	3%	3%
Cn1cccc1C(=O)NNC(=O)c1ccccc1Br	-2%	0.6%	0%	-5%	-1%
Cc1nnc(C)n1/N=C/c1ccc2c(c1)OCCO2	-16%	3.1%	-4%	8%	-18%
CC(C)(C)CN1CCN(Cc2cccnc2)CC1CCO (centres undefined)	-6%	0.2%	1%	-2%	-21%
COc1ccc(CCNC(=O)c2cc(-c3cc(Cl)ccc3O)n[nH]2)cc1OC	4%	4.7%	-10%	12%	-2%
Cc1cc(C)c2c(N)c(C(=O)c3ccc(Cl)cc3Cl)sc2n1	0%	5.4%	-3%	-8%	-10%
CCOC(=O)C1CCN(S(=O)(=O)c2ccc3c(c2)CCCN3C(C)=O)CC1	-6%	1.2%	4%	-4%	-8%
Cc1noc(N)c1C(=O)Nc1ccccc1F	0%	1.3%	7%	-11%	-16%
O=S(c1ccccc1)c1ccccc1	·	i	-14%	·	·
O=C(NCc1ccco1)c1ccc([N+](=O)[O-])o1	?	35%	-6%	-17%	78%
CCC(=O)NCc1c(Cl)cccc1-n1cccc1	-9%	1.9%	1%	-11%	-9%
CCC(C)(C)C1CCC2(CC1)NC(=O)N(CC(=O)Nc1cc(C(F)(F)F)ccc1N1CCOCC1)C2=O (centres undefined)	5%	0.9%	-1%	-3%	9%
O/N=C/c1c[nH]c2ccccc12	65%	7.4%	-23%	-7%	9%
COc1ccc(F)cc1C(=O)C1CCCN(C(=O)CCc2ccccn2)C1 (centres undefined)	-2%	0.3%	3%	7%	9%
O=c1cc(-c2ccccc2)cc(-c2ccccc2)n1O	-5%	0.8%	7%	19µM*	5%
Oc1ccc(Br)cc1-c1cc(-c2ccccc2)n[nH]1	?	3.4%	-3%	18%	·
CCCC1C(C#N)=C(N)Oc2c1c(=O)oc1ccccc21 (centres undefined)	-6%	2.2%	-3%	-2%	-2%
C/C(=N\NC(=O)c1c(C)nc2ccccn12)c1ccc(C(C)(C)C)cc1	3%	10%	2%	-34%	47%
Cc1cc(C(=O)Nc2ccccc2)oc1C	4%	i	-12%	-2%	3%
O=C(CNC(=O)C1CCCCC1)NNC(=O)c1ccc(Cl)cc1Cl	-5%	1.8%	-7%	-13%	-1%
CCCNC(=O)c1ccc(N2CCC3(CC2)CC(c2ccccc2)=NO3)c(N)c1	-3%	1.0%	1%	-5%	12%
N#CC1=C(N)SC2(CCCCC2)SC1c1ccccc1 (centres undefined)	4%	1.0%	-2%	-24%	?
COC(=O)c1cc(S(=O)(=O)N2CCOCC2)c(Cl)cc1N1CCOCC1	-13%	i	-5%	-4%	-3%
Nc1nnc(SCC(=O)N2CCN(c3cccc(Cl)c3)CC2)n1-c1ccccc1	-3%	0.2%	4%	10%	19%
CCOc1ccc(CCNC(=O)COC(=O)c2nccnc2N)cc1OCC	-2%	0.9%	-9%	-1%	-6%
CS(=O)(=O)N(Cc1ccc(C(=O)NN=C2CCCC2)cc1)c1ccccc1	0%	1.6%	-6%	5%	7%
Cc1ccc(C(=O)Nc2ccc(N3CCN(C(=O)c4cccs4)CC3)cc2)c(Cl)c1	0%	11%	-2%	1%	3%
CC(C)N1CCc2c(sc(NC(=O)c3ccc(S(=O)(=O)N4CCOCC4)cc3)c2C#N)C1	1%	0.9%	2%	-17%	·
CCOC(=O)c1ccc(Nc2nc(C)cc(C)n2)cc1	-5%	0.6%	-20%	-2%	-8%
COc1ccccc1NC(=O)CSc1n[nH]c(-c2cccnc2)n1	-1%	1.2%	3%	7%	2%
O=C(NC(=O)c1ccc(Cl)cc1)Nc1cc(N2CCCCC2)ncn1	-3%	1.8%	4%	-3%	-8%
Cc1ccc(O)c(NC(=O)c2ccco2)c1	-2%	i	2%	2%	15%
CC(=O)NC(c1ccco1)c1cc(Cl)c2ccccc2c1O (centres undefined)	-4%	0.3%	6%	·	21%
CC/C(=N/NC(=O)c1ccc(Br)cc1)c1ccc(OCCN2CCOCC2)cc1	-1%	i	-5%	10%	5%
Nc1cccc(NC(=O)c2cccs2)c1	-2%	2.9%	5%	9%	4%	inhibitors of VEEV 10K pilot screen=0.2
CSc1ccc(CNCc2ccc3c(c2)OCO3)cc1	3%	2.2%	2%	0%	14%
C(=N\Nc1nc(-c2cccnc2)nc2ccccc12)/c1ccccc1	-3%	10%	·	-18%	12%

Reprinted at random: 6 records from the list
SMILES	M. tuberculosis HTS	inhibitors of VEEV	influenza NS1A	PhoP GFP inhibition	tuberculosis growth	others
Cc1ccc(S(=O)(=O)c2cc3ccccc3oc2=Nc2ccc3c(c2)OCCO3)cc1	5%	3.0%	21%	-3%	-6%
COC(=O)c1cc(S(=O)(=O)N2CCOCC2)c(Cl)cc1N1CCOCC1	-13%	i	-5%	-4%	-3%
COc1cc(/C=C(\NC(=O)c2ccccc2)C(=O)NCC(=O)O)c([N+](=O)[O-])cc1OC	-1%	1.0%	-6%	-6%	-5%
CCCC1C(C#N)=C(N)Oc2c1c(=O)oc1ccccc21 (centres undefined)	-6%	2.2%	-3%	-2%	-2%
O=C(c1cccc(S(=O)(=O)N2CCOCC2)c1)N1CCCC1	3%	1.4%	3%	-5%	0%
O=C(COC(=O)c1ccccc1C(=O)N1CCN(c2ccccc2)CC1)Nc1ccccc1	5%	5.0%	-1%	1%	13%
